Scp-1 inhibitor – blocks human Scp-1 phosphatase activity | Q9GZU7 | Recombinant Scp1, phosphopeptide, malachite green phosphate absorbance | inhibition, % at 20 µM | hit rate 0.88% among 340,000;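 active means inhibition above about 50% at 20 µM, limit read from the data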;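 further: plate controls were DMSO wells with enzyme for no effect and wells lacking enzyme for full effect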
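System: SCP-1 catalytic domain; Reagent: Phospho 17-mer peptide substrate; Doses: one concentration, 20 µM, with 1.0% DMSO; Incubation: 45 min room-temperature reaction, 5 min colour, 30 min stabiliser; Signal: Phosphate-binding colour reagent, absorbance read at 630 nm.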
SKN-1 block – inhibitors of C. elegans SKN-1; C. elegans VP596 Pgst-4::GFP/RFP ratio, acrylamide-induced, 24 h; inhibition, % at 21.8 µM; hit rate 0.49% among 360,000; AID 624304;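 active means interference check ratio from 0.5 to 1.5 plus GFP to RFP signal ratio inhibition reaching or exceeding a fixed threshold, cut at about 30% in these data, passing the limit was not always enough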; further: some compounds called inactive have numbers as strong as hits
LMPTP inh – LMPTP (human) inhibition; P24666; recombinant LMPTP-A, OMFP fluorogenic substrate, fluorescence intensity; inhibition, % at 20 µM; hit rate 0.22% among 360,000; AID 651560;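 active means compounds that cut the enzyme signal by at least half of the control window in the single-dose screen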;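 further: plate controls were DMSO wells with enzyme plus substrate for no effect and substrate without enzyme for full effect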
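material = LMPTP-A | quantity = 0.625 nM enzyme | reagent = OMFP substrate, 400 µM final | buffer or medium = Bis-Tris pH 6.0, DTT, detergent | detection = endpoint fluorescence intensity from OMFP dephosphorylation | dosing = single 20 µM dose | read-out basis = % inhibition relative to no-enzyme and uninhibited control wells | control set = no-enzyme and uninhibited controls | timing = 50 min at room temperature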
DNMT1 inh – blocks human DNA methyltransferase DNMT1; DNMT1 molecular beacon, Hinp1I cleavage, fluorescence; inhibition (reported as % activation of signal), % at 10 µM; hit rate 0.83% among 360,000; in the data active means inhibition above about 50%
Target sequence (P26358 504-1616 limits assumed): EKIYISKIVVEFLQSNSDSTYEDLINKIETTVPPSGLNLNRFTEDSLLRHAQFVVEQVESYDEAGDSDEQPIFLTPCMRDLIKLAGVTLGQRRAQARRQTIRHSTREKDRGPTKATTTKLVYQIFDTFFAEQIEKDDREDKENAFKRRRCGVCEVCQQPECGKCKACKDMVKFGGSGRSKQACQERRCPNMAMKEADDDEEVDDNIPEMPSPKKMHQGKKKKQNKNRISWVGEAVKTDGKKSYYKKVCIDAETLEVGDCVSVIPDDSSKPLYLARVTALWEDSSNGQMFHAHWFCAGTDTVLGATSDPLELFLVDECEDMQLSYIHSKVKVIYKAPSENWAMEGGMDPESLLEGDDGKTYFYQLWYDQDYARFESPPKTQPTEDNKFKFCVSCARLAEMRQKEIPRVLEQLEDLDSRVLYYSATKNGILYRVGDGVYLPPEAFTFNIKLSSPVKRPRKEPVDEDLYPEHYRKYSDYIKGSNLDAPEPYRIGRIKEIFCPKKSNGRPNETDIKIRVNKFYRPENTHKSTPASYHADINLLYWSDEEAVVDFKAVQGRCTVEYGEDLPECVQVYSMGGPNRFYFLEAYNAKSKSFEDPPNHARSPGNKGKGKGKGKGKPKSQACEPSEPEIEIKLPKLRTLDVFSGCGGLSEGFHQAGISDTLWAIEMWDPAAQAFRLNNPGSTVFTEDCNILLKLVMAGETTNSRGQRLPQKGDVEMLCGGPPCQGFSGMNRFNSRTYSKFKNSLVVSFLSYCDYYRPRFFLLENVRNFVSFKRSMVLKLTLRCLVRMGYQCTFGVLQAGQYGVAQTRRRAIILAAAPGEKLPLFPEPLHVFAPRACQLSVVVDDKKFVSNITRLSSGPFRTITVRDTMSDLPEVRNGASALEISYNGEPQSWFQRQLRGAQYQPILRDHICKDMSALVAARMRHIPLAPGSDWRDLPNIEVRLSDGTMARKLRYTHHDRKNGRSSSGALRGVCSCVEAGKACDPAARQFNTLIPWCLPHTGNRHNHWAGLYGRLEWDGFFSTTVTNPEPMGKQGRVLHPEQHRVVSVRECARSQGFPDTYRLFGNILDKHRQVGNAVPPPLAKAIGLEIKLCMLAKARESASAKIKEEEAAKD
CendR NRP1 mod – NRP-1/CendR interaction modulation | inhibition, % at 25 µM | AID 602438 | O14786 | FAM-RPARPAR peptide binding to NRP-1, fluorescence polarization | hit rate 0.85% among 360,000;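 active means inhibition or corrected inhibition above about 18%, plus a signal ratio from 0.5 to 1.5, limit read from the data, passing the limit was not always enough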; further: strong numbers were not always called active
Rpn11 block – inhibitors of human proteasome Rpn11 | O00487 | human 26S proteasome, Ub4-pepOG fluorescence polarization; 20S core pre-blocked with epoxomicin | calls only at 20 µM | hit rate 0.59% among 360,000;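 active means inhibition at 20 µM, scaled to each plate's controls, above about 33%, limit read from the data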
MT1-MMP act inh – MT1-MMP (human) activation inhibition | P50281 | HT1080 RFP-PRO-GFP cells, GFP/RFP ratio fluorescence, overnight; percent of plate control window, DMSO zero | GFP/RFP ratio change, % at 20 µM | hit rate 0.061% among 360,000;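 active means GFP/RFP ratio change of at least 30% with cell ATP level not reduced by more than half and red fluorescence within 50% of control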; further: strong numbers were not always called active
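Test system: HT1080 RFP-PRO-GFP cells; Benchmarks: DMSO and RFP-L50D-GFP cell wells; Timing: cells overnight before dosing, compound overnight, 37 °C, 5% CO2; Compound: one 20 µM compound dose with 1% DMSO; Read-out: GFP/RFP fluorescence ratio.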
NadD block – NadD (S. aureus) enzyme inhibition | AID 602399 | hit rate 0.78% among 360,000 | inhibition, % at 20 µM | purified NadD enzyme, colorimetric absorbance read-out; in the data active means inhibition above about 26%; further: some compounds past the cut are filed as inactive
SUMO1 PPI mod – modulators of human SUMO1-mediated protein-protein interactions; P63165; SUMO1 binding to a labelled peptide, TR-FRET, 1 h; inhibition, % at 20 µM; hit rate 0.33% among 360,000; in the data active means inhibition above about 37%
STEP block – STEP (human) phosphatase inhibition. recombinant STEP, OMFP fluorogenic substrate, fluorescence. AID 588621. hit rate 0.25% among 360,000. inhibition, % at 20 µM;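 active means inhibition at 20 µM, scaled per plate between control wells, above about 37%, limit read from the data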;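 further: 0% = DMSO with enzyme and substrate and 100% = substrate only without enzyme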
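Also added – OMFP at 25 µM · Test system – STEP tyrosine phosphatase · Technique – FITC-channel fluorescence of OMFP product · Schedule – 20 min at room temperature, dark · Evaluation – control-normalized % inhibition with plate pattern correction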
An asterisk follows results filed as active; i = inactive; / = no result given.

SMILES | Scp-1 inhibitor | SKN-1 block | LMPTP inh | DNMT1 inh | CendR NRP1 mod | Rpn11 block | MT1-MMP act inh | NadD block | SUMO1 PPI mod | STEP block
Cc1ccc(SCCNC(=O)c2cccc([N+](=O)[O-])c2C)cc1 | -4 | 13 | 0.8 | 0 | -4 | i | -3 | -2 | -4 | 0
CC(C)c1cc(N2CCN(C(=O)c3ccco3)CC2)n2c(nc3ccccc32)c1C#N | 6 | -9 | 1.7 | 3 | 7 | i | -8 | 6 | 4 | 1
COc1cccc(-n2c(CN3CCN(c4ccccc4)CC3)nc3ccc([N+](=O)[O-])cc3c2=O)c1 | 10 | 17 | 1.7 | -6 | -1 | i | 4 | 17 | -17 | 1
Cc1cccc(NC(=O)c2ccccc2OCC(=O)N2CCOCC2)c1C | -3 | 7 | -0.2 | 4 | 4 | i | 3 | 5 | 0 | -3
Cn1c(COc2ccccc2O)[n+](C)c2ccccc21 | 2 | -12 | 0.6 | -2 | 7 | i | 2 | -4 | 5 | -3
N#Cc1nc(-c2cccc3ccccc23)oc1NCCN1CCCCC1 | -13 | 16 | 1.8 | -1 | -4 | i | -2 | 0 | -15 | 1
O=C(C1=COCCO1)N1CCN(c2nc3ccc([N+](=O)[O-])cc3s2)CC1 | 1 | -13 | 0.5 | 2 | 6 | i | 0 | -1 | -25 | 3
COc1ccccc1NC(=O)N(Cc1ccccc1)C1=NCC(C)S1 (configuration not stated) | -2 | 17 | -0.1 | -2 | 15 | i | -3 | 3 | 2 | 2
COC(=O)c1sccc1NS(=O)(=O)c1ccc(OC)cc1 | -13 | 1 | 0.5 | -2 | 5 | i | 1 | -6 | 2 | -3
O=C(CN(C(=O)CCC(=O)Nc1ccccn1)c1ccccc1F)NCc1ccc2c(c1)OCO2 | 0 | 3 | 0.1 | -5 | 1 | i | -2 | 0 | -2 | 0
Cc1ccc(OCC(=O)Oc2c(C)cccc2C)cc1 | -7 | 0 | 1.8 | 4 | 1 | i | 2 | -1 | 0 | 0
COc1ccc(OCc2cc(=O)c3ccc4c(c3o2)C=CC(C)(C)O4)cc1OC | -12 | 0 | 2.7 | -7 | 12 | i | 2 | -4 | -8 | 4
O=C(NC1CCN(C(=O)c2cccc([N+](=O)[O-])c2)CC1)c1ccccc1 | -9 | 7 | -1.8 | 1 | 7 | i | 0 | -3 | -15 | -2
Cc1ccc(-n2c(SCC(=O)N3CCOCC3)nnc2-c2ccncc2)cc1C | 1 | -6 | 0.4 | 2 | -1 | i | -10 | -2 | 1 | -3
CCOC(=O)C(CC)n1cnc2c(oc3ccccc32)c1=O (configuration not stated) | -7 | -5 | -2.2 | 5 | 6 | i | 5 | -8 | 0 | 0
CNC(=O)Cn1nc(C)c2ccccc2c1=O | -5 | -25 | -0.5 | 3 | -16 | i | 1 | 6 | 6 | -1
O=C(NCc1ccccc1CN1CCCC1)c1cc2cc(Cl)ccc2o1 | -5 | 12 | 0.4 | -1 | 6 | i | -3 | -2 | 7 | -3
O=C(Nc1ccc2c(c1)OCO2)c1cc(C2CCCCN2C(=O)c2ccc3ccccc3c2)on1 (configuration not stated) | / | 7 | 2.6 | -2 | -11 | i | -3 | 3 | 2 | -3
O=C(c1ccccc1)N1CCC(c2nc3c(nnn3Cc3ccco3)c(=O)[nH]2)CC1 | 3 | -2 | -1.4 | 6 | -16 | i | / | 0 | 53* | 1
CCn1c(SCC(=O)Nc2ccc(OC)cc2)nc2nc3c(cc2c1=O)COC(C)(C)C3 | -8 | 3 | 1.6 | -2 | 2 | i | 6 | -7 | 5 | -1

A second format for some results above.
canonical_smiles,Scp-1 inhibitor,SKN-1 block,LMPTP inh,DNMT1 inh,CendR NRP1 mod,Rpn11 block,MT1-MMP act inh,NadD block,SUMO1 PPI mod,STEP block
COC(=O)c1sccc1NS(=O)(=O)c1ccc(OC)cc1,-13,1,0.5,-2,5,i,1,-6,2,-3
O=C(CN(C(=O)CCC(=O)Nc1ccccn1)c1ccccc1F)NCc1ccc2c(c1)OCO2,0,3,0.1,-5,1,i,-2,0,-2,0
Cc1ccc(OCC(=O)Oc2c(C)cccc2C)cc1,-7,0,1.8,4,1,i,2,-1,0,0
COc1ccc(OCc2cc(=O)c3ccc4c(c3o2)C=CC(C)(C)O4)cc1OC,-12,0,2.7,-7,12,i,2,-4,-8,4
O=C(NC1CCN(C(=O)c2cccc([N+](=O)[O-])c2)CC1)c1ccccc1,-9,7,-1.8,1,7,i,0,-3,-15,-2
Cc1ccc(-n2c(SCC(=O)N3CCOCC3)nnc2-c2ccncc2)cc1C,1,-6,0.4,2,-1,i,-10,-2,1,-3
CCOC(=O)C(CC)n1cnc2c(oc3ccccc32)c1=O (configuration not stated),-7,-5,-2.2,5,6,i,5,-8,0,0
CNC(=O)Cn1nc(C)c2ccccc2c1=O,-5,-25,-0.5,3,-16,i,1,6,6,-1
O=C(NCc1ccccc1CN1CCCC1)c1cc2cc(Cl)ccc2o1,-5,12,0.4,-1,6,i,-3,-2,7,-3

Next entries follow.
SMILES | Scp-1 inhibitor | SKN-1 block | LMPTP inh | DNMT1 inh | CendR NRP1 mod | Rpn11 block | MT1-MMP act inh | NadD block | SUMO1 PPI mod | STEP block
CCOC(=O)c1cc(C)n(Cc2cccc(OC)c2OC)c1C | -12 | 8 | 0.7 | -2 | 10 | i | -3 | -7 | -1 | 0
CC1CCCCC1NC(=O)c1ccc(S(=O)(=O)NCC2CCCO2)cc1 (configuration not stated) | -2 | 3 | -1.6 | -2 | 2 | i | -2 | -2 | -2 | -2
Cc1ccccc1-c1nc(CS(=O)CC(=O)NC2CC2)c(C)o1 (configuration not stated) | -11 | 8 | 0.0 | 0 | 8 | i | -3 | 1 | -1 | -1
COc1ccc(-c2cnc3c(NC(C)=O)cc(-c4cccc(C(=O)NCCN(C)C)c4)cn23)cc1OC | / | -5 | -3.6 | -1 | -9 | i | -1 | -5 | -57 | -1
O=C(N1CCCCC1)N1CCCN(C(=O)N2CCCCC2)CC1 | -5 | -12 | -1.9 | 0 | 19 | i | 4 | -5 | -1 | -1
CN(C)c1ccc(C(=O)/C=C/c2ccco2)cc1 | 0 | 24 | 4.7 | 19 | -39 | i | 0 | 5 | -8 | 5
CC(C)(C)c1ccc(C(=O)OCc2c(-c3ccccc3)ncc3ccccc23)cc1 | 12 | 1 | 1.1 | 5 | -16 | i | -1 | 11 | 6 | 1
CC(C(=O)NCCS(=O)(=O)c1ccc(Br)cc1)S(=O)(=O)c1ccc(Cl)cc1 (configuration not stated) | -3 | 0 | -1.4 | 0 | 8 | i | 0 | -10 | -2 | -1
COc1ccccc1-n1cc(CN2CCN(CC=C(C)C)C(CCO)C2)cn1 (configuration not stated) | -1 | -1 | -0.7 | 1 | -6 | i | 1 | -10 | -3 | -2
CC(=O)Nc1ccc(S(=O)(=O)Nc2nccc(/C=C/c3ccc(Cl)cc3)n2)cc1 | -2 | 7 | -1.1 | -3 | -17 | i | 0 | 7 | 9 | 3
COc1ccc(S(=O)(=O)N(C)C[C@H]2Oc3ccc(NS(=O)(=O)c4ccccc4)cc3CC(=O)N([C@H](C)CO)C[C@@H]2C)cc1 | -3 | 4 | -0.4 | 2 | -14 | i | -1 | 0 | 4 | 2
CCOc1ccc2nc(NC(=O)c3cccc(-c4cc5ccccc5oc4=O)c3)sc2c1 | -3 | 7 | 3.6 | 40 | -6 | i | -9 | 39* | -2 | -1
Cc1ccccc1OCC(=O)NCC(=O)OCc1ccc(Br)cc1 | -5 | -17 | 1.1 | -1 | 8 | i | 1 | -9 | -3 | -1
CC1CCCN(CC(O)COc2ccc(-c3ccccc3)cc2)C1 (configuration not stated) | 31 | 11 | 1.1 | 6 | 3 | i | 4 | -4 | 0 | -3
O=C(N1CCCC1)C12CCC3CC(CC(C3)C1)C2 | 26 | -10 | -0.2 | -1 | -3 | i | -5 | -2 | 2 | -4
Cc1cnn(C(=S)NCC2CCCO2)c1 (configuration not stated) | 2 | -10 | 0.7 | 4 | -8 | i | -1 | -5 | 1 | 0
Cc1ccc(S(=O)(=O)NC(=O)C2(C)CCN2C(=O)Cc2cccs2)nc1 (configuration not stated) | / | 12 | -1.8 | -1 | -3 | i | -1 | 1 | -2 | 0
COc1ccc(Cl)cc1C(=O)NNC(=O)c1cccc(S(=O)(=O)N(C)C)c1 | -1 | -2 | -1.4 | 1 | -2 | i | 7 | 5 | 11 | 2
Cc1ccccc1NS(=O)(=O)c1cccc2nsnc12 | -9 | 5 | 0.0 | 0 | 9 | i | 4 | -7 | -30 | 0
Cn1c(=O)c2c(nc(NCCOc3ccc(C(C)(C)C)cc3)n2C)n(C)c1=O | -5 | 5 | -0.3 | -1 | 4 | i | -9 | -5 | 3 | 2
Cc1ccc(C(=O)OCC(=O)N2CCC(C)CC2)cc1S(=O)(=O)N1CCOCC1 | / | 2 | -0.5 | 3 | 6 | i | -3 | 2 | 4 | -2
CCOC(=O)C1CN(S(=O)(=O)c2cccc(C(F)(F)F)c2)c2cc(CC(=O)OC)ccc2O1 (configuration not stated) | -10 | -5 | 2.8 | 2 | 2 | i | -10 | -3 | -6 | 0
CCCCCc1c(Cc2ccccc2)ncn1CCc1ccccc1OC | / | 8 | 1.7 | / | 3 | / | 3 | 6 | 7 | /
Cc1c(Cl)cccc1NC(=O)CSc1nc(=O)n(CCCN2CCOCC2)c2c1CCC2 | -2 | -3 | -1.0 | -1 | 6 | i | -2 | -3 | -3 | 0
CC1=C/C(=C(/c2ccc(O)c(C)c2)c2ccccc2S(=O)(=O)O)C=CC1=O | -2 | 16 | 3.1 | 2 | 9 | i | 10 | -3 | -24 | 5
CN1CCN2c3ccccc3CC(C#N)(C#N)C2C1 (configuration not stated) | / | 3 | 0.5 | -4 | 10 | i | -2 | -1 | 0 | -2
Cc1ccc(S(=O)(=O)NNC(=S)Nc2c(Cl)cccc2Cl)cc1 | -18 | -6 | -0.4 | -2 | -6 | i | 2 | -2 | -2 | 2
COc1ccc(-n2cc(C(=O)c3cc4ccccc4oc3=O)c(C(C)=O)n2)cc1 | -2 | 16 | 0.9 | -11 | 7 | i | 8 | -1 | -5 | 2
CC(C)(C)OC(=O)C[C@@H]1C/C=C\C[C@@H](CC(=O)N(CCO)Cc2ccccc2)C(=O)NC[C@H](c2ccccc2)OC1=O | -2 | -15 | 2.9 | -1 | -6 | i | -17 | 2 | 3 | -1

Assay outcomes from PubChem BioAssay.
